# TAAR1 antagonist: human TAAR1 antagonists, primary screen, Fluo-8 calcium fluorescence, CHO RD-HGA16 cells; antagonist; inhibition, % at 3 µM; hit rate 1.5% among 360,000;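 active = inhibition above a per-plate cutoff, the mean inhibition of test compounds on that plate plus 3 SD, cut at about 49% in these data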;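 note: 0% = DMSO plus EC80 beta-PEA response and 100% = DMSO alone without agonist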
#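 Test system: hTAAR1-expressing CHO RD-HGA16 cells, Gα16-coupled; Probe or stimulus: EC80 β-phenethylamine stimulus; Compound dosing: single nominal final test compound concentration of 3 µM; Timing: 140 s kinetic read after compound, 140 s after agonist; Signal: Fluo-8 calcium-sensitive fluorescence; Measure: % inhibition of agonist calcium response; Controls: DMSO and EC80 PEA controls.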
# M1 PAM: human M1 muscarinic receptor positive allosteric modulators, primary screen, CHO-K1 cells, Fluo-8 calcium fluorescence, 1536-well | Muscarinic acetylcholine receptor M1 (Homo sapiens), P11229 | CHO-K1 hM1, ACh EC20; 0% = ACh EC20, 100% = maximal ACh | activation, % at 3 µM | hit rate 0.088% among 360,000; in the data active = activation above about 19%, passing the limit was not always enough
# M1 ag: human M1 muscarinic receptor agonists, primary screen, Fluo-8 calcium fluorescence, CHO-K1 cells, HTS. CHO-K1 hM1, agonist mode; 0% DMSO, 100% acetylcholine EC100. Muscarinic acetylcholine receptor M1 (Homo sapiens), P11229. AID 588814, 2011. hit rate 0.33% among 360,000. activation, % at 3 µM;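 active = activation above the run's mean compound activation plus 3 SD, cut at about 16% in these data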;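 note: peak over basal fluorescence ratio within a 140 s kinetic read after compound addition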
# CHO parental Ca: ATP-evoked calcium signal inhibitors, parental CHO, primary screen, counter-screen for OX1R antagonist project, cell-based, fluorescence, Fluo-8 calcium dye; parental CHO-K1, ATP-induced calcium, Fluo-8 fluorescence; inhibition, % at 5.6 µM; hit rate 0.63% among 330,000;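 active = inhibition above that plate's mean sample inhibition plus 3 SD, cut at about 26% in these data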;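 note: 0% = ATP-challenged DMSO wells and 100% = DMSO wells without ATP; some compounds past the cut are filed as inactive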
#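 material = parental CHO cells | also added = ATP as calcium-mobilizing challenge | dosing = single point at 5.6 µM | detection = intracellular calcium via Fluo-8 no-wash fluorescent dye | read-out = % inhibition | benchmarks = low control ATP plus DMSO, high control DMSO only | repeats = one well per compound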
# TAAR1 agonist: human TAAR1 agonists, primary screen, Fluo-8 calcium fluorescence, CHO RD-HGA16 cells. Trace amine-associated receptor 1 (Homo sapiens), Q96RJ0. vehicle wells 0%, saturating PEA agonist 100%. activation, % at 3 µM. hit rate 0.99% among 360,000;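 active = activation above the mean activation of all test compounds in the run plus 3 SD, cut at about 38% in these data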
#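 Repeats: no replicates (n 1) | Material: CHO-derived RD-HGA16 cells with stable Gα16 and human TAAR1 | Technique: Kinetic Fluo-8 calcium fluorescence | Schedule: 17-24 h seeding, 75 min 37 °C dye, 30 min RT | Evaluation: % activation from peak over basal fluorescence ratio, DMSO-to-PEA scaled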
# OXTR ag: human OXTR agonists, primary screen, fluorescence, CHO-OTR cells, Fluo-8 calcium. Oxytocin receptor (Homo sapiens), P30559. Fluo-8 calcium fluorescence; normalized: DMSO 0%, oxytocin 100%. activation, % at 3 µM. hit rate 0.32% among 320,000. AID 2435, 2010;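 active = activation above the mean of all tested compounds plus 3 SD, cutoff set per screening run, cut at about 20% in these data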;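 note: peak over basal fluorescence ratio from a 100 s FLIPR kinetic read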
# Target sequence (P30559 whole entry, looked up): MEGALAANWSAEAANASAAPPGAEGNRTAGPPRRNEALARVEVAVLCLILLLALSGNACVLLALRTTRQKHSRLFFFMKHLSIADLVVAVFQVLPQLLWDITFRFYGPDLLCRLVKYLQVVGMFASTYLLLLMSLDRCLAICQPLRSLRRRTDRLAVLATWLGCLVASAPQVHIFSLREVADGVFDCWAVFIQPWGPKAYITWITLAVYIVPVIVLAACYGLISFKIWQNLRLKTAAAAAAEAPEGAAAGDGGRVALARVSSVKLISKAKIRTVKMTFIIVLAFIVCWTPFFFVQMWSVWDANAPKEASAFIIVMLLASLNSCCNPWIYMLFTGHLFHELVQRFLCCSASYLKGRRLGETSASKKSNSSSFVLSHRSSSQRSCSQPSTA
# V1aR counter: agonists of human V1a receptor, primary screen, counter-screen for OXTR agonist project, fluorescence, CHO-V1R cells; Vasopressin V1a receptor (Homo sapiens), P37288; Fluo-8 calcium fluorescence, agonist mode; 0% DMSO, 100% 3 nM vasopressin; activation, % at 3 µM; hit rate 0.25% among 320,000;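 active = activation above the mean activation of all tested compounds plus 3 SD, per screening run, cut at about 20% in these data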;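 note: signal is peak over basal fluorescence ratio across a 100 second FLIPR read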
# Target sequence (P37288 whole entry, looked up): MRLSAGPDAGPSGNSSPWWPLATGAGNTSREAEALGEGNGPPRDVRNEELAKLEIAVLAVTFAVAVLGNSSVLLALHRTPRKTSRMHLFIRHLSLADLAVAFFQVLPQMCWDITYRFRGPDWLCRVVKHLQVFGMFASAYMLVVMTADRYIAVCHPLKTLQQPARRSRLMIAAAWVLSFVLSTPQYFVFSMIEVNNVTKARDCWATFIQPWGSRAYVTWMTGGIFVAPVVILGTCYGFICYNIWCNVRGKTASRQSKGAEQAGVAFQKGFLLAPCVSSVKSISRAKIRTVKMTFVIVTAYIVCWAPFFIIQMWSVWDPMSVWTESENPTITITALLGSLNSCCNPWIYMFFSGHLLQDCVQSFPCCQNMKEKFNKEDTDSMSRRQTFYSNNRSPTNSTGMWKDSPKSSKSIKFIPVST
# OXTR potentiator: human OXTR potentiators, primary screen, fluorescence, CHO-OTR cells, Fluo-8 calcium | Fluo-8 calcium fluorescence, potentiator mode; 0% = oxytocin EC15, 100% = EC100 | AID 2445, 2010 | activation, % at 3 µM | Oxytocin receptor (Homo sapiens), P30559 | hit rate 0.061% among 320,000;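 active = activation above that plate's cutoff, the mean activation of tested compounds plus 3 SD, cut at about 6.6% in these data, passing the limit was not always enough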;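 note: 100% uses oxytocin at 75 nM as the full agonist control; some results filed as inactive read as strong as hits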
#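 test system = CHO-OTR cells, human receptor | compound = single-point 3.0 µM | schedule = 6 min compound pre-incubation at room temperature, 100 s kinetic read | signal = Fluo-8 no-wash calcium dye fluorescence, excitation 470-495 nm, emission 515-575 nm | repeats = single well per compound, singlicate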
# M1 antag: human M1 muscarinic receptor antagonists, primary screen, CHO-K1 cells, Fluo-8 calcium fluorescence, 1536-well; Muscarinic acetylcholine receptor M1 (Homo sapiens), P11229; CHO-K1 hM1, ACh EC80 antagonist; inhibition, % at 3 µM; hit rate 1.3% among 360,000; AID 588852, 2011;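 active = percent inhibition above its own plate's cutoff, namely the mean of that plate's compound wells plus 3 SD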;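 note: peak over basal fluorescence ratio during 140 s after agonist addition; 0% = ACh EC80 plus DMSO and 100% = DMSO alone without agonist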
# * marks the source's active call; other numbers are inactive results; nt = not tested or not shown; & = joins results of further samples.
Compound	TAAR1 antagonist	M1 PAM	M1 ag	CHO parental Ca	TAAR1 agonist	OXTR ag	V1aR counter	OXTR potentiator	M1 antag
O=C(COCC(=O)N/N=C/c1ccc(F)cc1)N/N=C/c1ccc(F)cc1	7.2	-4.3	-4.2	5.3	54.3*	-1.0	0.0	-6.0	8.9
S=C(Nc1ccc2cn[nH]c2c1)Nc1ccccc1Cl	10.4	-0.9	-5.0	-10.1	0.0	1.9	0.3	5.8	-2.9
COC(=O)c1oc2ccc(Cl)cc2c1N	-5.2	4.8	-2.6	-12.7	-1.2	-2.5	-2.0	-15.2	-7.5
CCC(C)(c1nnnn1-c1c(C)cccc1C)N(N=O)c1ccccc1Cl (stereo not drawn)	-1.5	-8.5	-11.8	43.3	0.5	-1.4	-0.7	-4.9	-0.5
O=C(N/N=C/c1cccc(F)c1)c1c(O)c2ccccc2[nH]c1=O	14.8	5.9	-2.6	-10.7	1.0	-0.2	0.3	2.5	-5.5
COc1ccc(CCNC(=S)NCCc2ccc(OC)c(OC)c2)cc1OC	-1.7&-26.6	2.7&12.7	3.4&-0.5	-6.3	1.4&5.8	0.4	2.3	-11.5	-8.8&-13.3
CCN(c1ccccc1)S(=O)(=O)c1cccc(C(=O)NCC(c2cccs2)N(C)C)c1 (stereo not drawn)	2.2	-24.2	-5.3	-8.8	0.0	-0.9	2.7	-8.3	52.3*
Cc1c(NC(=O)Cn2ccc([N+](=O)[O-])n2)c(=O)n(-c2ccccc2)n1C	2.7	-4.0	-2.1	-6.9	3.9	0.0	0.0	-8.5	4.8
Cc1ccc(CNC(=O)CSc2nnc(CNC(=O)c3ccc(F)cc3)o2)cc1	1.2	-0.2	-2.3	nt	-0.8	nt	nt	nt	-0.5
O=C(c1ccc(CS(=O)Cc2ccc(Cl)cc2)o1)N1CCN(c2cccc(Cl)c2)CC1 (stereo not drawn)	43.5	-14.3	-7.7	1.0	4.0	3.5	0.9	-12.0	10.6
Cc1cccc(NC(=O)CCS(=O)(=O)c2ccc(Br)cc2)c1	-5.8	4.0	-1.2	-7.0	2.6	0.2	0.0	-13.5	2.4
CC(C)c1ccc(NC(=O)C2CC(=O)N(C(C)C)C2)cc1 (stereo not drawn)	0.4	-1.8	0.9	1.4	8.9	0.2	0.5	-3.5	-10.2
Cc1cc(C)nc(N(C#N)CN2C(=O)c3ccccc3C2=O)n1	nt	6.5	-1.7	-4.9	nt	0.3	0.5	-5.0	-5.9
Cc1ccc(S(=O)(=O)NCCOc2nc(N(C)C)nc(N(C)C)n2)cc1	-19.7	9.8	-0.9	-1.7	5.2	0.7	-0.5	-7.1	-18.8
CN(CC(=O)Nc1cccc([N+](=O)[O-])c1)S(=O)(=O)c1ccccc1	13.1	-5.5	-1.7	-16.1	3.6	0.2	0.5	-3.6	15.2
CCCCC(=O)N1CCN(c2nc3ccc(Br)cc3s2)CC1	-18.7	-8.1	1.1	13.7	-1.4	5.0	4.2	-11.5	22.4
CCOc1ccc(-n2ccnc(SCC(=O)NCCc3ccccc3)c2=O)cc1	-24.6	4.9	-4.4	-16.8	0.6	-0.4	-0.6	1.9	-8.3
O=C(COC(=O)c1cccc(S(=O)(=O)N2CCOCC2)c1)NC1CCCCC1	6.4	0.5	-4.7	nt	0.9	nt	nt	nt	-6.7
O=c1[nH]c(/C=C\c2ccccc2F)nc(O)c1[N+](=O)[O-]	14.6	13.7	-0.1	6.2	-0.9	1.0	1.3	-5.0	-12.9
COc1cccc(OC)c1C(=O)Nc1c(C)n(C)n(-c2ccccc2)c1=O	-8.7	9.6	1.5	-0.2	8.6	0.0	0.4	0.6	-20.5

# Further compounds follow.
Compound	TAAR1 antagonist	M1 PAM	M1 ag	CHO parental Ca	TAAR1 agonist	OXTR ag	V1aR counter	OXTR potentiator	M1 antag
COc1ccc(CCNC(=O)Cn2nnc(-c3ccc(OC)c(OC)c3)n2)cc1OC	-14.7	-7.2	-3.1	-17.6	-0.7	-0.9	0.3	-13.9	27.3
O=C1c2ccccc2C(O)N1Cc1ccco1 (stereo not drawn)	-21.5	1.5	-1.0	-1.8	0.9	0.3	0.9	-1.5	-5.8
COc1ccc(/C=C/C(=O)N2CCN(c3ccccn3)CC2)c(OC)c1OC	-3.6	-7.8	-5.3	-10.9	5.9	-1.4	2.8	-6.1	11.7
O=C(COC(=O)Cc1ccc(Cl)cc1)NCc1ccc(Cl)cc1	2.4	18.9	9.6	nt	-0.8	nt	nt	nt	2.4
Cc1cc(C)n(CC(=O)Nc2ccc(N3CCOCC3)c(Cl)c2)c(=O)c1C#N	4.2	2.1	-3.7	5.1	-1.1	0.1	0.2	6.3	0.8
O=C(OCc1ccccc1)/C(=C/c1ccc(Cl)cc1)NC(=O)c1ccccc1Cl	15.9	-1.6	-2.9	-22.9	18.3	-1.0	-0.5	-6.5	-3.1
CC[C@]12c3[nH]c4cc(-c5ccco5)ccc4c3CCN1C(=O)[C@@H](CC(=O)NC(C)(C)C)C[C@@H]2C(=O)N1CCN(C(=O)C2CC2)CC1	-8.8	7.1	-4.5	-15.1	-0.5	nt	nt	nt	-14.5
O=C(CN1CCN(Cc2ccc(F)cc2)C1=O)NCc1cccs1	9.3	9.8	-5.1	2.5	0.3	-0.8	0.3	2.0	-0.4
Cc1ccc2c(c1)-n1c(nc3cc(F)ccc3c1=O)C(Cc1ccc(O)cc1)NC2=O (stereo not drawn)	13.9	nt	nt	-5.9	5.8	2.6	2.2	-1.2	nt
COc1ccccc1N1CCN(C(=O)/C=C/c2ccco2)CC1	-14.2	9.5	-9.2	-7.4	2.0	-0.6	-0.1	-3.9	-8.7
CC(=O)c1cccc(NC(=S)NC(=O)c2ccc(C)cc2)c1	-21.4	5.4	-4.3	-20.4	3.4	-1.1	2.1	2.2	-6.8
COc1ccc(CCNC(=O)COC(=O)COc2c(C)cc(C)cc2C)cc1OC	-15.3	4.6	-0.7	-2.7	0.8	-1.2	1.1	-13.6	-6.8
CCCNC(=S)N1CCN(Cc2ccc3c(c2)OCO3)CC1	-9.5	3.7	-3.3	-8.6	4.8	0.3	2.4	-21.3	-1.6
CCC(=O)c1ccc(OCC(=O)OC(C)C(=O)NCc2ccc3c(c2)OCO3)cc1 (stereo not drawn)	-20.9	6.4	-2.8	-1.5	1.7	0.0	1.9	-7.6	-5.7
O=C(C1CCN(CCc2ccccc2)CC1)N1CCOCC1	-9.4	4.8	-4.0	nt	1.1	nt	nt	nt	-17.5
CCn1cc(C(C)NC(=O)COc2ccc(Cl)cc2C)c(C)n1 (stereo not drawn)	-5.1	4.3	-4.3	-12.7	15.6	0.3	8.0	-0.3	-9.2
O=C(COc1ccc(Cl)cc1Cl)OCn1nnc2ccccc2c1=O	-4.0	-6.6	-1.3	-12.3	4.5	2.0	-0.4	-9.2	-3.6
COc1ccc(CNCc2cc(C)c(OC)cc2C)c(OC)c1	-1.7	-4.3	-5.4	-18.5	1.8	1.4	1.9	4.1	2.2
CC(=O)Nc1cc(C(=O)O)ccc1S(=O)(=O)c1ccc(Cl)cc1	12.0	1.4	-1.1	-9.3	6.1	0.9	0.1	-5.2	-7.3
CN(CC(=O)Nc1cccc(F)c1)C(=O)C1CC(=O)N(Cc2ccco2)C1 (stereo not drawn)	-17.1	5.7	-1.0	-1.3	1.2	0.5	0.1	0.9	-12.3

# (list continues)
Compound	TAAR1 antagonist	M1 PAM	M1 ag	CHO parental Ca	TAAR1 agonist	OXTR ag	V1aR counter	OXTR potentiator	M1 antag
CC(=O)N1c2ccc(S(=O)(=O)N(C)CC(=O)N3CCCC3)cc2CC1C (stereo not drawn)	nt	6.8	-1.7	-4.1	nt	0.7	0.6	-0.5	-10.2
COCCNC(=O)c1cc(S(=O)(=O)N2CCC3(CC2)OCCO3)ccc1F	-32.3	1.4	1.4	nt	1.6	nt	nt	nt	-5.4
CCOC(=O)c1sc(NC(=O)c2ccccc2OC)nc1C	-13.2	8.4	1.6	-6.2	2.3	0.3	0.8	-5.6	-14.2
O=C(NCCCN1CCCC1=O)c1cccc(NS(=O)(=O)c2ccccc2)c1	-9.6	5.2	-5.9	-5.5	2.9	0.6	-0.9	-5.7	-4.5
C=CCOc1nc(-c2ccncc2)nc2ccccc12	5.7	-1.5	-4.0	-29.1	16.2	-2.5	-0.3	0.3	3.3
CCc1ccc(NC(=O)C(=O)NNC(=O)c2cccc(OC)c2)cc1	5.6	-0.2	0.9	14.4	1.0	1.9	0.8	-6.7	-3.4
CCCc1cc(=O)[nH]c(SC(C)C(=O)Nc2ccc3c(c2)OCCO3)n1 (stereo not drawn)	-6.1	11.2	-2.0	-9.2	-1.2	-0.8	-0.5	-7.1	-7.7
Nc1ccc(Oc2ccc3c(c2)C(=O)NC3=O)cc1	-4.9	8.0	-4.5	-5.5	-0.6	-0.5	0.5	-12.8	-6.2
O=C(Nc1nccs1)[C@@H]1CCCN1C(=O)c1cccs1	5.8	3.2	-2.2	8.3	2.6	0.3	0.2	-13.2	-0.3
Cc1ccc(OC(C)C(=O)N=Nc2c(O)[nH]c3ccc([N+](=O)[O-])cc23)cc1 (stereo not drawn)	12.5	4.0	-3.2	-20.7	7.2	-1.0	4.0	-6.0	-8.4
O=S(=O)(Nc1cc(Cl)ccc1N1CCOCC1)c1ccccc1Cl	-10.3	-1.5	-5.6	-31.9	13.3	-2.3	-0.4	-4.3	10.9
CCn1cc(C(=O)NCCCN2CCC(C)CC2)c(=O)c2cc(S(=O)(=O)N3CCOCC3)ccc21	-1.0	3.2	-5.4	-7.7	0.9	-0.7	0.8	-8.1	-6.0
CCC(CO)Oc1cc(NCc2ccccc2Cl)c2ncn(C(C)C)c2c1 (stereo not drawn)	-8.0	4.0	-4.9	-22.7	18.1	6.8	0.1	-4.3	3.0

# No enrichment for hits; 3.7% or so of the library scored in one or more.
